MC4R ag barr: human MC4R agonism via beta-arrestin | P32245 | U2OS MC4R beta-arrestin complementation, luminescence; percent of melanotan II response, DMSO zero | activation, % at 8.9 µM | 360,000 tested, 0.98% active;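 active = activation above a per-plate cutoff, the mean activation of sample wells on that plate plus 3 SD, cut at about 8% in these data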
Target sequence (P32245 whole entry, looked up): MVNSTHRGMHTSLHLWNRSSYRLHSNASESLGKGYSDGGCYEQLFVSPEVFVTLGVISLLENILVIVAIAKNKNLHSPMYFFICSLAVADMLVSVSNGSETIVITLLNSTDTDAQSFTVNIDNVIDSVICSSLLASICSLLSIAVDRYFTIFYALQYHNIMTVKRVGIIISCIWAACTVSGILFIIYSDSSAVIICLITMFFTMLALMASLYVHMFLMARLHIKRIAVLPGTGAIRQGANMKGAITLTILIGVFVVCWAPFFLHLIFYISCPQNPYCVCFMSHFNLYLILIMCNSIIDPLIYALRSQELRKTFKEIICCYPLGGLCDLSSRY
hiPSC survival: hiPSC single-cell survival enhancement; ATPlite luminescence; 100% = ROCK inhibitor wells, 0% = DMSO; survival enhancement, % at 20 µM; 360,000 tested, 0.044% active; AID 602274; in the data active = survival enhancement above about 18%;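 also: cells exposed to compounds for 16 hours before the ATP read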
ABCB6 inh 2: human ABCB6 transporter inhibition | 360,000 tested, 0.19% active | K562-ABCB6 porphyrin accumulation, flow cytometry, 1 h; active compounds read low | AID 602162 | fluorescence ratio to DMSO, % at 10 µM | Q9NP58;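 active = fluorescence ratio to DMSO below 75%, the collection mean minus 3 SD; inconclusive = too few cells collected in the well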;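 also: signal is porphyrin accumulated inside mitochondria; 100% equals median channel fluorescence of DMSO control wells; lower ratio means ABCB6 inhibition with less porphyrin fluorescence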
HTR2A ag: activates the mouse 5-HT2A serotonin receptor | CHO-K1 mHTR2A beta-arrestin complementation, luminescence; percent of 30 µM serotonin response | AID 624169 | 360,000 tested, 0.66% active | activation, % at 7.6 µM;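 active = activation above a run cutoff, the mean activation of all tested compounds plus 3 SD, cut at about 14% in these data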;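 also: 0% = plate median of compound wells and 100% = 30 µM serotonin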
Target sequence (P35363 whole entry, looked up): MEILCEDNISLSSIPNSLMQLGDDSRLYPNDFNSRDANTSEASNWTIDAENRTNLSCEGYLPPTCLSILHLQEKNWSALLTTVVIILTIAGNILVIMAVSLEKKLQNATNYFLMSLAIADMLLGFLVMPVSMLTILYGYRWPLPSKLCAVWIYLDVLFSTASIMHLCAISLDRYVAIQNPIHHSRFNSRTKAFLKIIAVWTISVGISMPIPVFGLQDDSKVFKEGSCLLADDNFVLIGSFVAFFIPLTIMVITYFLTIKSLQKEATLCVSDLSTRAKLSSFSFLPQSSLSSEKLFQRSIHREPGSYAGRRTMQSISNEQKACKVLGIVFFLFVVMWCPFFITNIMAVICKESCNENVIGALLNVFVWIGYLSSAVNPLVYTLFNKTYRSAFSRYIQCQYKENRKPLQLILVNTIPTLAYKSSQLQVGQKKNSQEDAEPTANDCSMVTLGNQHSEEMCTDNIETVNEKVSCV
MC4R antag cAMP: human MC4R antagonism in cAMP assay. P32245. MC4R-expressing cells, MTII-stimulated cAMP, LANCE TR-FRET. inhibition, % at 6.5 µM. 360,000 tested, 0.48% active. AID 540295;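 active = inhibition above its plate's cutoff, the mean of tested wells on that plate plus 3 SD, cut at about 29% in these data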;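 also: 0% = Melanotan II alone and 100% = Melanotan II plus saturating MCL0020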
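Assay system: U2OS cells stably expressing human melanocortin 4 receptor (MC4R) / Dosing: 6.5 µM / Timing: compound 30 min, challenge 1 h, detection 1 h / Measured by: Eu-cAMP/anti-cAMP TR-FRET, emission 671 nm / Replicates: singlicate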
aDG glyco up: increases alpha dystroglycan glycosylation; Pro5-aDG cells, alpha-DG glycosylation AlphaScreen (IIH6); 0% Pro5, 100% B10-LARGE cell signal; activation, % at 10 µM; 360,000 tested, 0.22% active; AID 624168;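 active = activation of at least 8% versus controls, or a plate z-score of at least 8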;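 also: Pro5 are CHO cells carrying HIG-tagged alpha-DG that lacks glycosylation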
Exocytosis inh: blocks lytic granule exocytosis; TALL-104 LAMP-1 surface exposure, flow cytometry; cells stimulated with thapsigargin and PMA; inhibition, % at 10 µM; 360,000 tested, 0.66% active;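 active = inhibition above about 55%, limit read from the data; inconclusive = no clear call, values can overlap the other calls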
Glyco luc inh: N-linked glycosylation inhibition. D54 ERlucT glycosylation luciferase reporter, 24 h; percent of 100 nM tunicamycin response. reporter increase, % at 12.5 µM. 360,000 tested, 0.23% active;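 active = mean luciferase reporter signal, scaled so untreated is 0 and the glycosylation-blocking control 100, at or above a set limit in every replicate; inconclusive = mean reaches the limit but not every replicate does; inactive = mean below the limit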;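 also: luciferase carries N-glycosylation sites so blocking glycosylation raises the light; 0% = median of neutral control wells and 100% = median of 100 nM tunicamycin wells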
H9c2 protect: myocardial damage modulation in H9c2 cells; H9c2 cardiomyocytes, H2O2 injury protection, ATPLite, 2 h; 360,000 tested, 0.63% active; AID 588492; protection from H2O2 cell death, % at 20 µM;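 active = compounds giving at least 50% protection of heart cells from peroxide-induced death in the single-dose screen, raw or plate-pattern-corrected value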;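 also: 0% = DMSO wells with peroxide and 100% = DMSO wells without peroxide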
ABHD5 PLIN5 PPI: ABHD5-PLIN5 protein interaction inhibition; Q00G26+Q8WTS1; Split G. princeps luciferase complementation, luminescence, 4 h; inhibition, % at 4 µM; 360,000 tested, 0.78% active;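 active = inhibition above the mean inhibition across every tested compound plus 3 SD, cut at about 22% in these data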;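 also: 0% = DMSO only wells and the 100% control is not disclosed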
An asterisk follows results filed as active; ? = inconclusive; & = joins results of further samples.

SMILES	MC4R ag barr	hiPSC survival	ABCB6 inh 2	HTR2A ag	MC4R antag cAMP	aDG glyco up	Exocytosis inh	Glyco luc inh	H9c2 protect	ABHD5 PLIN5 PPI
O=C(Nc1ccc(Br)cc1)c1ccc(CSC2=NCCS2)cc1	29*	-6.8	86	-4	1	0.0	22	-2	-7	-9
O=c1c2cc(O)c(O)cc2oc2cc(O)c(C3OC(CO)C(O)C(O)C3O)c(O)c12 (stereo unspecified)	-0.7	-1.0	98	-2	3	-0.1	3	-2	-1	2
Cn1c(=O)c(C(=O)CN2CCCc3ccccc32)c(N)n(Cc2ccccc2)c1=O	-1.7	-2.7	98	0	8	-0.3	0	1	-2	-3
COC(=O)CSC1=C(C#N)C(c2ccc3c(c2)OCO3)C2=C(CCCC2=O)N1 (stereo unspecified)	0.1	7.3	95	-4	7	-0.2	1	-3	12	3
CCOc1ccc(-n2c(Cc3cc(=O)[nH]c(=O)[nH]3)nnc2SC(C)C(=O)OC)cc1 (stereo unspecified)	0.0	1.5	100	3	12	0.1	6	0	1	0
CN1CCc2c(c3ccccc3n2Cc2ccccc2)C1	-2.2&0.8	-0.5&-1.2	90&97	-7&-6	5&-2	0.0&-0.1	-2&0	-1&-1	9&-5	3&5
COc1ccccc1-c1nc(=S)c(C(C)=O)c(C)[nH]1	-0.8	-0.8	100	0	9	-0.1	-4	2	2	-2
Oc1ccccc1C(=S)N1CCCCCC1	-2.1	0.7	100	3	13	1.7	-2	0	-1	-3
Cc1cccc(C)c1NC(=O)CN1CCN(CC(=O)NCC2(N3CCCCC3)CCCCC2)CC1	0.2	-0.5	96	-6	1	0.0	-3	-2	6	2
CCCCCCOc1ccc(N2C(=O)CC(SCCN)C2=O)cc1 (stereo unspecified)	-0.5	0.0	104	-7	-6	-0.1	2	0	-5	2
COC(=O)c1ccccc1NC(=O)c1cc(OC)cc(OC)c1	0.0	-2.0	100	-2	4	0.0	2	1	19	-1
CC(=O)N(CCP(=O)(c1ccccc1)c1ccccc1)Cc1ccco1	-0.6	-1.1	93	4	1	0.1	0	-1	-3	5
COC(=O)c1cc(NC(=O)c2cc(-c3ccc(Cl)cc3)oc2C(F)(F)F)ccc1N1CCOCC1	2.8	-0.3	102	0	17	0.2	4	3	-12	1
COC(=O)C1C(=O)c2c(n[nH]c2C)CC1(C)C (stereo unspecified)	-1.6	-0.1	98	1	-1	-0.2	0	2	3	3
O=C1c2oc3ccc(Cl)cc3c(=O)c2C(c2ccco2)N1CCN1CCOCC1 (stereo unspecified)	-0.2	-3.3	100	5	3	-0.2	0	1	6	4
Cc1nc(S(=O)(=O)Nc2ccc3c(c2)OCCO3)cn1C	-0.2	-0.6	102	2	5	0.0	6	2	2	-6
O=C(COC(=O)c1ccc(S(=O)(=O)NCc2ccco2)cc1)NCC1CCCCC1	0.8	3.6	101	5	6	0.5	0	0	0	0
CN(C1CCCCC1)S(=O)(=O)c1ccc(S(=O)(=O)N2CCCC2)cc1	-0.4	1.7	96	4	12	0.0	0	-3	-8	6
Cn1nc(C(F)(F)F)c(C(=O)Nc2ccc(F)cc2F)c1Sc1ccc(C(F)(F)F)cc1	5.4	-0.8	96	-4	-3	-0.1	12	-7	1	-6
CC(C)(C)NC(=S)N/N=C/c1c(Cl)cccc1Cl	-1.0	-0.6	97	3	4	0.0	-8	-2	-1	-2
COc1ccc(CNCCCn2cnc3c(OCc4ccccc4)ncnc32)cc1	0.9	-1.5	97	0	4	0.1	24	-3	3	-6
CCc1cc2c(=O)c(-c3nc4ccccc4n3C)c(CCCC(=O)O)oc2cc1OC(=O)C(C)(C)C	-1.6	0.2	99	1	22	-0.4	-7	2	1	1
Cc1cccc2cn[nH]c12	0.5	-1.6	105	4	7	0.1	-2	1	-1	-10
CCCc1c(C(=O)Nc2ccc(N3CCOCC3)cc2)cnn1-c1ccccc1	0.8	0.5	92	-1	-3	0.0	-1	-1	5	-2
O=C(/C=C/c1ccc(O)cc1)c1ccc(O)cc1O	-1.5	-1.7	97	3	-16	-0.2	1	23	-16	21
Next entries follow.
SMILES	MC4R ag barr	hiPSC survival	ABCB6 inh 2	HTR2A ag	MC4R antag cAMP	aDG glyco up	Exocytosis inh	Glyco luc inh	H9c2 protect	ABHD5 PLIN5 PPI
CCCN1C2CCCC1CC(NC(=O)c1ccc(C(C)(C)C)cc1)C2 (stereo unspecified)	-1.4	-0.2	98	-6	-2	-0.1	9	-5	-5	1
CSc1nc(C)c(C(=O)Nc2ccccc2)c(C)c1C#N	0.0	0.9	86	3	2	0.2	-4	-3	1	-1
CCOC(=O)c1ccccc1OC(=O)CS(=O)c1ccccc1[N+](=O)[O-] (stereo unspecified)	-0.4	-0.9	94	-3	4	-0.1	-1	-4	12	-6
Cc1c(-c2ccccc2)[nH]n2c(=O)c3c(nc12)CCCC3	0.1	0.0	99	44*	16	0.1	5	4	-1	0
Cc1cc(OCC(=O)NCCc2ccc(S(N)(=O)=O)cc2)c2c(C)cc(=O)oc2c1	-2.0	-0.4	96	10	10	0.0	-1	1	10	5
CCn1cc(C(=O)OCC(=O)Nc2c(C)n(C)n(-c3ccccc3)c2=O)c(=O)c2ccc(C)nc21	-2.6	-0.8	96	0	0	0.0	1	3	1	-2
COc1ccccc1C(=O)Nc1nnc([C@H]2C[C@H](O)[C@@H](CO)O2)s1	-0.3	-0.3	96	9	6	-0.2	17	0	0	2
Nc1nc(NCc2ccc(Cl)cc2)nc(NCCO)c1[N+](=O)[O-]	-0.2	-0.4	98	4	-21	0.0	15	9	34	-2
CCOc1ccc(NC(=O)CC2S/C(=N/N=C3CCCCCC3)NC2=O)cc1 (stereo unspecified)	-0.2	-0.2	89	-5	-3	0.2	14	1	3	-1
O=C(COC(=O)C1CCN(S(=O)(=O)c2ccccc2C(F)(F)F)CC1)NCc1ccc(F)cc1	1.8	-1.7	99	1	3	-0.1	-3	0	0	3
COc1ccc2nc(NC(=O)c3cccc(OCc4c(C)noc4C)c3)sc2c1	-2.3	-2.3	96	-4	-16	-0.2	2	9	3	4
Cc1ccc(NCc2ccccc2O)cc1C	-2.2	-0.8	100	-2	-4	-0.4	0	-1	-10	-9
CCc1noc(C)c1C(=O)N1CCN(S(=O)(=O)c2ccccc2C(F)(F)F)CC1	0.0	-0.4	111	-4	3	0.4	-4	1	8	-5
CCOC(=O)c1cccnc1SC(CC)C(=O)N1CCOCC1 (stereo unspecified)	0.7	4.7	102	5	4	-0.1	-2	1	1	-2
COc1ccccc1-c1noc2ncnc(Nc3cccc(C)c3)c12	-0.6	-1.6	96	-3	6	-0.2	16	2	0	11
Cc1ccc(O)c(C(=O)c2cnc3c(c2)c(C)nn3-c2ccccc2)c1	-1.3	2.4	80	-3	0	0.0	-2	1	2	-10
Cn1c(=O)c2c(nc(CN3CCN(c4ccccc4F)CC3)n2CCCc2ccccc2)n(C)c1=O	2.3	10	106	4	13	0.1	-1	-1	-4	-4
Cc1csc(SCC(=O)Nc2cc(S(=O)(=O)N(C)C)ccc2C)n1	0.6	-0.3	100	-2	14	-0.3	5	-1	3	8
C[C@H]1CN([C@@H](C)CO)C(=O)CCCn2nncc2CO[C@H]1CN(C)S(=O)(=O)c1cccc(C#N)c1	0.4	0.7	102	3	12	-0.3	5	2	2	-4
Cc1n[nH]c2ccc(Br)cc2c1=O	0.1	-2.9	97	5	-11	-0.3	-4	1	-1	2
CCSc1nc(-c2ccccc2)nc2c1CCCC2	0.9	1.0	100	-4	8	0.1	-4	-1	-4	-6
CCOC(=O)c1ccc(NC(=O)CSc2nnc(C3CC3)n2CC)cc1	-0.2	-3.1	117	-2	9	0.3	6	0	-1	-5
COc1ccc(OC)c(NC(=O)CN(Cc2ccc(F)cc2)C2CCCCC2)c1	-0.4	-0.1	96	-6	20	1.4	76*	-9	-26	1
CN(C)C(=O)Nc1ccc(F)cc1F	-1.1	1.0	99	-2	8	-0.1	1	1	-2	0
CC(C)c1ccc(NC(=S)NCc2cccs2)cc1	-1.1	0.7	97	-1	0	0.3	-5	-1	-17	-3
New compounds follow:
SMILES	MC4R ag barr	hiPSC survival	ABCB6 inh 2	HTR2A ag	MC4R antag cAMP	aDG glyco up	Exocytosis inh	Glyco luc inh	H9c2 protect	ABHD5 PLIN5 PPI
CC1(C)CC(NC(=O)Cc2ccc(Cl)cc2)CC(C)(C)N1	0.2	-0.5	98	-2	19	0.0	-4	1	1	5
COc1ccccc1N1CCN(C(=O)c2ccncc2)CC1	-0.2	0.2	104	-2	4	0.1	6	-8	-7	6
O=C(COc1ccc2c(c1)OCO2)NC12CC3CC(CC(C3)C1)C2	-0.3	-3.6	109	0	4	-0.2	1	0	-6	3
COc1ccccc1NCC(=O)N/N=C/C=C/c1ccccc1	-1.2	-2.0	107	-2	-15	0.0	-2	2	6	4
O=C(N/N=C/c1ccc2c(c1)OCO2)C(=O)Nc1cccc(Cl)c1	0.9	-0.1	103	0	1	-0.1	-4	1	-2	7
O=C(NCC(c1ccco1)N1CCN(c2ccccc2)CC1)C(=O)NC1CC1 (stereo unspecified)	0.4	-0.3	100	-3	4	-0.3	4	1	6	-1
CCc1nn2c(=O)c(S(=O)(=O)Nc3ccc(C(C)C)cc3)c(C)nc2s1	0.5	-0.9	99	2	1	0.2	-2	-1	-10	-2
Cc1cc(C(=O)N/N=C/c2cccnc2)cs1	-1.4	-1.6	103	0	1	-0.2	?	2	1	-3
CN(C)C(=O)c1nc2ccc(Cl)cn2c1CNCc1cccc(OC(F)(F)F)c1	0.4	0.0	99	-4	28	0.1	-3	-1	-7	-4
O=C(COC(=O)/C=C/C(=O)OCC(=O)NC12CC3CC(CC(C3)C1)C2)NC12CC3CC(CC(C3)C1)C2	-1.2	-1.5	96	-1	-3	0.2	22	14	-6	7
Cc1cc2ncn(CS(C)(=O)=O)c2cc1C	-2.0	-0.9	98	1	4	0.0	1	3	5	1
O=C(c1ccco1)N1CCN(Cc2ccc(F)cc2)CC1	-1.6	-0.6	104	20*	-10	0.1	0	1	-2	-6
COc1cccc(NC(=O)Nc2cccn(Cc3ccccc3)c2=O)c1	2.5	4.1	95	-3	12	0.6	-1	-6	-1	-1
COc1cccc(N(CC(=O)N2CCCCCC2)S(C)(=O)=O)c1	-1.4	0.1	95	4	17	0.1	-4	0	0	-2
O=C(Nc1cccc(S(=O)(=O)N2CCCCC2)c1)c1ccccn1	-0.6	-0.2	103	2	3	-0.1	0	2	-4	-7
Cc1nnc(SCC(=O)Nc2nsc(-c3ccccc3)n2)s1	-0.6	0.7	104	-3	-3	0.0	-2	-5	-1	-4
CCC(C)NC(=O)c1ccc(CSc2nc3ccncc3n2Cc2ccc(F)cc2)cc1 (stereo unspecified)	-2.4	-0.6	95	11	-1	-0.1	0	-6	4	10
CC(=O)CCC(=O)NCCc1ccccc1F	2.1	-0.1	100	3	3	0.0	8	1	-1	-1

Three of the entries above in order of the ABHD5 PLIN5 PPI value, rising:
SMILES	ABHD5 PLIN5 PPI
CC(=O)CCC(=O)NCCc1ccccc1F	-1
CC1(C)CC(NC(=O)Cc2ccc(Cl)cc2)CC(C)(C)N1	5
CCC(C)NC(=O)c1ccc(CSc2nc3ccncc3n2Cc2ccc(F)cc2)cc1 (stereo unspecified)	10

Hits appear at their usual frequency; 4.5% or so of the library scored in one or more.
